# Source: PubChem BioAssay
# FBW7 activator = activators of human E3 ligase FBW7; AlphaScreen FBW7–phospho-cyclin E peptide binding, activator screen; normalized activity (activation), % at 26.1 µM; 0.13% of 650,000 active; AID 1259310; in the data active = normalized activity above about 1.9%;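 also: purified mutant Fbw7 with reduced substrate affinity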
# TEAD-YAP block = TEAD-YAP interaction inhibition. HEK-TIYL cells, TEAD-Gal4/YAP UAS-luciferase luminescence. inhibition, % at 9.12 µM. 1.4% of 640,000 active; in the data active = inhibition above about 32%;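 also: 0% = median of test compound wells and 100% = reference inhibitor wells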
# GPR151 activ = activators of human GPR151. Q8TDV0. PathHunter beta-arrestin GPR151 cells, luminescence. activation, % at 11.2 µM. 1% of 650,000 active; in the data active = activation above about 4.9%;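 also: 0% = median of compound wells and 100% = cells with positive control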
# Target sequence (Q8TDV0 whole entry, looked up): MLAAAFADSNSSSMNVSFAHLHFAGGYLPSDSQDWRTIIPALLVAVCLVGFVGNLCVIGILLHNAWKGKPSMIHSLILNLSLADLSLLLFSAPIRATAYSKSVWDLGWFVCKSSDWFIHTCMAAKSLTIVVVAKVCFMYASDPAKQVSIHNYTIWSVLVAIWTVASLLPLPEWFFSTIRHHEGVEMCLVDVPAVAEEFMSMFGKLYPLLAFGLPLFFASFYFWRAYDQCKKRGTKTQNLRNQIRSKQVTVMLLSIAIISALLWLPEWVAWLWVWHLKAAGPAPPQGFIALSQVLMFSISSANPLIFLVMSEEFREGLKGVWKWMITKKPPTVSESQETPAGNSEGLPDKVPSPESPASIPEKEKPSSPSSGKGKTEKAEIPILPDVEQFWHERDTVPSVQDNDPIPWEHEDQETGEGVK
# MITF inh = human MITF inhibition, primary screen | AlphaScreen MITF homodimerization, bead proximity signal | inhibition, % at 2.6 µM | 0.91% of 650,000 active | AID 1259374; in the data active = inhibition above about 50%;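 also: 0% = vehicle wells with protein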
# Target sequence (O75030 whole entry, looked up): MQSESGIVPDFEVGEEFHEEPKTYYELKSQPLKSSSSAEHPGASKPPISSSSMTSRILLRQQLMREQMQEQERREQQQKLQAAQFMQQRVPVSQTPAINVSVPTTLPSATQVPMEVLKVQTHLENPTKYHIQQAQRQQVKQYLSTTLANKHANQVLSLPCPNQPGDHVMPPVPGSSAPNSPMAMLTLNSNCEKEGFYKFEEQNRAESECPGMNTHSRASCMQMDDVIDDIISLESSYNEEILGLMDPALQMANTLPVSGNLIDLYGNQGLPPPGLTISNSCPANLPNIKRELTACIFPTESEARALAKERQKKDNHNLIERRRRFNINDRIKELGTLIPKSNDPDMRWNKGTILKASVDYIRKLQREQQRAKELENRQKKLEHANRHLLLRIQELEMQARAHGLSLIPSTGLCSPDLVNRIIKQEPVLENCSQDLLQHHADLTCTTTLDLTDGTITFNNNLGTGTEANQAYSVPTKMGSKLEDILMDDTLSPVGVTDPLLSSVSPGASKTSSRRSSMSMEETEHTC
# * marks the source's active call; other numbers are inactive results; / = not tested or not shown.
# Sample of the layout (2 entries):
SMILES	FBW7 activator	TEAD-YAP block	GPR151 activ	MITF inh
CC(C)=N/N=C1/NC(=O)C(CC(=O)Nc2ccc(C)c(C)c2)S1 (stereo unspecified)	0.0	5.9	0.9	-4.2
CC1CCCN(C(=O)c2ccncc2)C1 (stereo unspecified)	0.9	2.3	-0.9	17.8

# This part in full, from the start:
SMILES	FBW7 activator	TEAD-YAP block	GPR151 activ	MITF inh
CC(C)=N/N=C1/NC(=O)C(CC(=O)Nc2ccc(C)c(C)c2)S1 (stereo unspecified)	0.0	5.9	0.9	-4.2
CC1CCCN(C(=O)c2ccncc2)C1 (stereo unspecified)	0.9	2.3	-0.9	17.8
CS(=O)(=O)N(CC(=O)NC1CCCCCC1)c1ccccc1Br	0.1	5.9	1.1	8.7
Cc1nonc1C(=O)N/N=C/c1ccc(O)cc1O	-0.9	3.7	-8.3	81.5*
COc1ccc(OC)c(N(CC(=O)N2CCC(C(N)=O)CC2)S(C)(=O)=O)c1	-0.1	4.8	0.3	-9.3
CCC(=O)NC(C)C(c1cccs1)N1CCN(c2ccccc2)CC1 (stereo unspecified)	0.2	15.4	-1.0	-0.8
Cn1c(=O)c2c(O)c(C=Nc3cccc(Cl)c3Cl)c(=O)n(C)c2n(C)c1=O	-0.2	-4.8	0.7	2.6
Cc1cnc(Nc2ccc(-n3ccnc3)cc2)nc1NC1CCN(Cc2ccccc2)CC1	-0.2	1.9	-1.3	-6.8
CCOc1ccccc1NC(=O)C(CC)Sc1nc2ccsc2c(=O)n1NC(=O)COc1ccccc1Br (stereo unspecified)	0.0	-1.4	2.4	-12.3
O=C(NC1CCCCC1)c1ccc2c(=O)n(Cc3ccc4c(c3)OCO4)c(=O)[nH]c2c1	-0.1	-5.2	1.2	0.8
O=C(NCCCN1CCCC1=O)C1CCN(c2ccc(Nc3cnccn3)nn2)CC1	0.5	-8.2	1.1	13.4
CN1C(=O)CSC1=Nc1ccc(C(=O)O)cc1	-1.0	0.4	0.5	-4.1
Nc1nc(Nc2ccc(Cl)cc2)nc2ccccc12	0.4	52.1*	-7.5	10.2
CCCOc1ccc(-c2ccc(-c3nc(-c4ccccc4Cl)no3)cc2)cc1	-0.1	-2.3	-0.6	1.6
CCOC(=O)CN1C(=O)S/C(=C/c2ccc(OC)c(O)c2)C1=O	0.1	-2.4	1.5	0.7
Cc1c(C(=O)Nc2ccccc2C(F)(F)F)sc2ncn(CC(=O)N3CCCCC3C)c(=O)c12 (stereo unspecified)	-0.1	12.7	0.3	0.9
CCOc1ccc(CN2CCN(Cc3ccn[nH]3)CC2CCO)cc1 (stereo unspecified)	-0.1	2.0	4.4	0.5
Cc1cccc(NC(=O)COc2cccc3c2CCN(Cc2ccccc2F)C3=O)c1	-0.1	-3.9	1.4	-8.3
Nc1nc(Nc2ccc(C(F)(F)F)cc2)nc2c1ncn2-c1ccsc1	0.1	2.9	0.0	-11.4
Cc1cccc(NC(=O)CCC2CCN(C(=O)c3ccc(C)s3)CC2)c1	0.0	0.8	-0.4	3.0
O=c1[nH]cnc2cc(-c3ccccc3)sc12	-0.4	9.1	-2.0	7.6
COc1cc(OC)c(C2C(C(=O)OC3CCCCC3)=C(C)NC3=C2C(=O)CC(C)(C)C3)cc1OC (stereo unspecified)	0.0	4.7	-0.3	-3.7
O=C(Cc1ccc(Cl)cc1)N1CCN(c2ccccc2)CC1	-0.2	-5.6	1.0	0.7
CCCc1cc(=O)[nH]c(-n2nc(-c3ccco3)cc2NC(=O)C2c3ccccc3Oc3ccccc32)n1	0.0	6.6	-0.3	-5.2
COC(=O)CNC(c1ccccc1)c1cc(Br)ccc1NC(=O)CCNC(=O)OCc1ccccc1 (stereo unspecified)	0.1	2.8	1.1	12.2
CCOc1ccc(C2C(C(=O)OC)=CN(C)C=C2C(=O)OC)cc1	0.3	-9.4	0.3	3.4
CCN(CC)S(=O)(=O)c1cc(C(=O)Nc2ccccc2OC)ccc1Cl	0.2	-20.2	-1.4	2.0
Cc1ccc(S(=O)(=O)Nc2nc(N)n(-c3ccccc3)n2)cc1	0.0	4.6	1.0	1.1
O=C(NCCCCCCNC(=O)NC1CCS(=O)(=O)C1)NC1CCS(=O)(=O)C1 (stereo unspecified)	-0.1	-0.1	-0.1	5.9
Cc1c(N2C(=O)c3ccccc3C2=O)cc(N2C(=O)c3ccccc3C2=O)cc1[N+](=O)[O-]	0.0	-4.1	0.4	-12.2
COc1ccc(-c2cnnc(N(C)CCC3CCOCC3)n2)cc1	-0.1	-22.1	-2.3	2.6
CCSC1=NCCN1S(=O)(=O)c1ccc2ccccc2c1	0.0	-7.8	-1.5	-5.5
CCOC(=O)N1CCN(C(=O)c2ccc(N3CC4CC(C3)c3cccc(=O)n3C4)c(NC(=O)c3cccc(C(F)(F)F)c3)c2)CC1 (stereo unspecified)	-0.1	-4.9	-0.9	-1.8
O=[N+]([O-])c1ccc(S(=O)(=O)N2CCN(C(=S)NCC3CCCO3)CC2)cc1 (stereo unspecified)	-0.2	3.6	0.8	1.4
CCN1C(=O)[C@H]2[C@H]3[C@H](O)[C@H](O)C/C(=N\O[C@@H]4O[C@H](COC(C)=O)[C@@H](OC(C)=O)[C@H](OC(C)=O)[C@H]4OC(C)=O)[C@@H]3CC[C@H]2C1=O	-0.1	/	-0.4	12.3
CCN1CCC(C2(CCCc3ccccc3)NC(=O)NC2=O)CC1 (stereo unspecified)	-0.1	-6.7	0.0	-0.7
COc1ccc2[nH]c3c(=O)n(CCCN(C)C4CCCCC4)cnc3c2c1	0.2	0.0	0.3	6.0
CCOc1ccc(S(=O)(=O)Nc2cc3[nH]c(=O)[nH]c3cc2Br)cc1	0.5	0.6	-0.3	7.1
NS(=O)(=O)c1cccc(NS(=O)(=O)c2cc(C(F)(F)F)ccc2Cl)c1	0.0	1.2	-1.0	-9.6
C[C@@H]1CN(Cc2ccco2)CCN1C(=O)c1nccc2ccccc12	0.1	1.2	0.6	-7.8
COc1ccc2c(c1)OC(C)CN(C(=O)CCc1cnn(C)c1)C2 (stereo unspecified)	0.1	7.5	-1.0	20.6
CCN(CC)C(=O)C1CCN(Cc2ccccc2O)CC1	0.1	-1.4	1.0	25.6
O=C(Cc1cn(-c2ccc(NCCCN3CCCC3=O)nn2)c2ccccc12)NCCN1CCOCC1	0.2	-15.0	-1.5	15.6
O=C(CSc1ccsc1[N+](=O)[O-])Nc1c(F)cc(F)cc1Br	0.4	11.7	0.6	1.6
c1ccc(SCc2nnc3n2CCCCC3)cc1	0.1	-5.6	5.0*	-12.9
OCCn1cc(-c2cc(F)cc(F)c2)cn1	0.2	-6.6	3.1	-2.6
COc1cc(OC)cc(-n2nnnc2SCC(=O)c2ccc(C)cc2)c1	0.1	-4.2	-1.8	8.8
COc1ccc(/C=N/N2C(=O)CN(C(C)C)C2c2ccc(OC)cc2)cc1 (stereo unspecified)	0.2	0.7	0.0	-18.6
CCOc1ccc(N=Cc2c(O)[nH]c3ccccc23)cc1	0.7	-23.2	-3.0	12.8
COC(=O)C1=CN(C(C)C)C=C(C(=O)OC)C1c1ccsc1	0.0	-0.6	-0.4	2.3

# Other structures.
SMILES	FBW7 activator	TEAD-YAP block	GPR151 activ	MITF inh
Cc1ccc(S(=O)(=O)Nc2ccc(-c3cn4cccc(C)c4n3)cc2)cc1[N+](=O)[O-]	-0.1	-2.2	0.2	3.2
Cc1ccc(NC(=O)CN(C)c2nc(CN3CCCC3)nc3sc(C)c(C)c23)cc1	-0.1	8.4	-1.3	-2.4
O=c1c(Cl)c(NCc2ccco2)cnn1Cc1ccccc1	0.9	5.9	-0.7	8.2
COc1cc(C(=O)O[C@H]2C/C(C)=C/CC/C(C)=C/[C@@H](O)[C@H]2C(C)C)ccc1O	0.1	2.9	1.6	-1.0
COc1ccc(-c2ccccc2)cc1N1C(=O)[C@@H]2C[C@H]1CN2Cc1cnn(C)c1C	0.9	13.4	0.7	13.7
CC1(C)C(=O)N(CC2(C)CC2(Cl)Cl)C(=O)N1C(=O)c1ccc([N+](=O)[O-])cc1 (stereo unspecified)	-0.1	4.6	2.8	7.2
CC(C)(C)c1nnc(NC(=O)c2ccccc2Cl)s1	-0.1	-65.9	-2.1	4.5
Cc1cccc(N2CCN(C(=O)c3ccc(N4CC5CC(C4)c4cccc(=O)n4C5)c(NC(=O)c4cccs4)c3)CC2C)c1 (stereo unspecified)	-0.1	7.8	0.1	13.3
COC(=O)c1ccccc1NC(=O)CNC(=O)C(=O)Nc1ccc(OC)cc1	0.1	-13.9	-1.7	-0.8
COc1ccc(OC)c(NC(=O)c2cnc(N3CCN(c4ccccc4OC)CC3)c3ccccc23)c1	-0.1	40.2*	-0.5	-5.3
CCOC(=O)c1c(NC(=O)Cn2cnc3sc(C)c(C)c3c2=O)sc(C)c1C	-0.1	10.7	0.7	-6.4
c1ccc2c(Nc3nccc(NCc4nc5ccccc5[nH]4)n3)nccc2c1	0.0	-18.8	2.2	3.3
CCC(Sc1nnc(-c2ccc(C)cc2)c(-c2ccc(C)cc2)n1)C(=O)Nc1ccccc1Cl (stereo unspecified)	0.1	3.2	1.4	13.2
c1ccc2[nH]c(CSc3nc4ccccc4s3)nc2c1	-0.1	-34.6	-1.4	4.8
COc1ccc(N(/C=C2\Sc3ccccc3C2=O)C(=O)c2ccco2)cc1	0.1	30.6	-4.7	5.0
CCNC(=O)c1csc(NC(=O)c2ccccc2OCC)n1	0.1	6.2	4.4	4.0
COc1cccc(CC2=NOC(C(=O)NC(C)(C)C)C2)c1 (stereo unspecified)	-0.1	6.9	0.5	15.8
CCCC1CCC(c2ccc(C(=O)Nc3cc(C)ccn3)cc2)CC1 (stereo unspecified)	0.1	4.7	-1.3	3.6
CC(=O)c1ccc(NC(=O)c2cc3c(=O)n4cccc(C)c4nc3n2C)cc1	0.1	-3.5	1.2	4.6
Cc1ccc(/C=C(/C#N)C(=O)Nc2ccc(Cl)cc2)o1	0.0	-71.0	2.3	-9.3
CC1CN(S(C)(=O)=O)CC(C)O1 (stereo unspecified)	0.0	2.0	0.6	-1.4
Nn1cnnc1SCC(=O)N1CCOCC1	0.1	-8.4	0.1	-13.5
CCOC(=O)C1(C)/C(=N\Nc2ccc([N+](=O)[O-])cc2)C(=O)C(=O)N1c1ccccc1 (stereo unspecified)	0.0	-5.2	-0.7	-3.4
CCOC(=O)c1oc2ccc(Br)cc2c1COC(=O)C1CCCO1 (stereo unspecified)	0.0	-6.1	0.0	-8.5
CC(=O)NCC(=O)OCC(=O)OCN1C(=O)c2ccccc2C1=O	0.0	1.5	0.9	-9.8

# Entries of single compounds from above. Screens in order: FBW7 activator	TEAD-YAP block	GPR151 activ	MITF inh
# `O=c1c(Cl)c(NCc2ccco2)cnn1Cc1ccccc1` in the list: 0.9	5.9	-0.7	8.2
# `CC1(C)C(=O)N(CC2(C)CC2(Cl)Cl)C(=O)N1C(=O)c1ccc([N+](=O)[O-])cc1` (stereo unspecified) in the list: -0.1	4.6	2.8	7.2
# `Nn1cnnc1SCC(=O)N1CCOCC1` in the list: 0.1	-8.4	0.1	-13.5
# `COc1ccc(OC)c(NC(=O)c2cnc(N3CCN(c4ccccc4OC)CC3)c3ccccc23)c1` in the list: -0.1	40.2*	-0.5	-5.3
# `Cc1ccc(S(=O)(=O)Nc2ccc(-c3cn4cccc(C)c4n3)cc2)cc1[N+](=O)[O-]` in the list: -0.1	-2.2	0.2	3.2

# The list continues:
SMILES	FBW7 activator	TEAD-YAP block	GPR151 activ	MITF inh
Cc1cccc(C(=O)Nc2cc3c4c(c2)CCC(=O)N4CCC3)c1	0.2	3.8	0.7	1.0
CC(C)c1ccc(/C=N/NC(=O)CC(=O)Nc2cccc(Cl)c2)cc1	0.1	-9.1	-1.1	8.4
COc1ccccc1-n1c(=S)sc2c(=O)n(-c3ccccc3)c(SCC#N)nc21	0.0	24.5	-0.4	-45.8
Cn1cnc2c1c(=O)n(Cc1cccc(F)c1)c(=O)n2C	-0.2	-4.1	-1.6	2.4
CN(C)c1cccc(Nc2nccc(NCCc3ccc(O)cc3)n2)c1	0.0	18.4	1.5	17.1
O=C(OCc1ccccc1)c1ccc(N2C(=O)C3C4c5ccccc5C(c5ccccc54)C3C2=O)cc1 (stereo unspecified)	0.0	1.7	1.7	-11.9
Nc1ncnc2[nH]c(=S)[nH]c12	0.0	18.5	0.1	-1.9
CCOC(=O)N1CCc2c(sc(NCc3cccc(F)c3)c2C(=O)Nc2ccc(OC)cc2OC)C1	0.2	10.1	-0.6	-3.9
CC(C)CN(CC(C)C)C(=O)Cn1c(=O)oc2ccccc21	0.0	10.1	0.4	4.5
Cc1ccc(C)c(NC(=O)C(=O)N/N=C/c2cccs2)c1	-0.1	1.1	1.1	1.6
Cc1c(Cl)cccc1NC1=NCC(=O)N1Cc1cccs1	0.1	8.3	0.8	4.7
CCNc1nc(NCCOc2ccccc2)c2ncn(CCN3CCCC3=O)c2n1	0.2	0.2	2.0	5.9
CC(C)(Cc1ccc(O)cc1)NC(=O)CC(=O)N/N=C/c1c(O)ccc2ccccc12	-0.4	28.8	0.5	7.8
Cc1ccc(S(=O)(=O)Nc2ccc3nc(-c4ccc(C)o4)[nH]c3c2)cc1	0.1	-8.5	1.7	14.5
